NPY Y2 blocker = blocks the human neuropeptide Y Y2 receptor | inhibition, % at 2.7 µM | NPY-Y2 expressing cells, antagonist mode | hit rate 0.99% among 140,000 | P49146; in the data active = inhibition above about 17%;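 note: 0% = vehicle with agonist challenge and 100% = reference antagonist with challenge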
Target sequence (P49146 whole entry, looked up): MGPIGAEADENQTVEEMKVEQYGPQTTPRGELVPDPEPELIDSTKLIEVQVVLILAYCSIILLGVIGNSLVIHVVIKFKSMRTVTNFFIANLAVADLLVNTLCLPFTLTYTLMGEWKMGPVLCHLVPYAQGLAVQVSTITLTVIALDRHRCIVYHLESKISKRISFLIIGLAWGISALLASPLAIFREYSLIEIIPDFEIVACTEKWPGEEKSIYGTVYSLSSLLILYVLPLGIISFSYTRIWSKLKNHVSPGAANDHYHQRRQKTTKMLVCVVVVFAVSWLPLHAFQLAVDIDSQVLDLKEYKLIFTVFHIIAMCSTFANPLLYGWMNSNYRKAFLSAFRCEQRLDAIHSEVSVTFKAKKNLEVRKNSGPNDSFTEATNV
HCT116 PTEN-null = suppresses growth of cells with PTEN deletion; viability, % at 10 µM; AID 827; HCT116 PTEN-null viability, CellTiter-Glo, 60 h; hits give low values; hit rate 1.2% among 140,000;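 active = viability at or below a set limit, 4 SD under the median of all tested compounds, cut at about 3.7% in these data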;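 note: PTEN knockout HCT116 line with beta catenin targeted HCT116 as companion control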
Yeast lifespan up = extends the lifespan of yeast; S. cerevisiae growth with nicotinamide, OD615; deaD strain in restrictive glucose medium; inhibition of the nicotinamide effect, % at 10 µM; hit rate 0.68% among 130,000; AID 775;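 active = inhibition above a set limit, placed 3 SD over the median of all compounds, cut at about 26% in these data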;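 note: 0% = nicotinamide-treated wells and 100% = cells grown without nicotinamide; some compounds called inactive have numbers as strong as hits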
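assay system = DeaD-strain S. cerevisiae | buffer or medium = restrictive glucose medium | reagent = 1.5 mM nicotinamide | compound = 10 µM single point, 0.25% DMSO | incubation = 48 h compound exposure at 30 °C, humidified | signal = OD615 measurement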
E-sel TNF inh = blocks E-selectin expression induced by TNF alpha; HUVEC TNFa-induced E-selectin immunofluorescence, high content; inhibition, % at 2 µM; hit rate 0.71% among 120,000;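 active = inhibition above the batch mean plus 3 SD, and confirmed as a hit on visual image review, cut at about 43% in these data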;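 note: 0% = TNF-stimulated DMSO wells and 100% = unstimulated control wells; not every result past the cut was called active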
MRP-1 activ = activators of MRP-1; AID 799; hit rate 0.61% among 140,000; viability increase, % at 10 µM; H69AR cells + doxorubicin, viability rescue, CellTiter-Glo;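 active = viability gain under doxorubicin at or above a set limit, the compound median plus 3 SD, cut at about 4.7% in these data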;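 note: MRP-1 overexpressing cells given doxorubicin 25 µM after compound pretreatment; 18-22 h compound pretreatment then 72 h with doxorubicin before readout; 0% = doxorubicin-only wells and 100% = vehicle-treated cells without doxorubicin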
Measles CPE = protection of cells from measles virus; Measles virus-infected cells, CPE protection, absorbance; protection (pct of control), % at 4 µM; hit rate 1.5% among 140,000; AID 841; in the data active = protection mostly above about 24%, no sharp cut-off; inactive = mostly below about 26%; note: some compounds called inactive have numbers as strong as hits
BB579 growth dn = chemicals that inhibit yeast BB579 growth in restrictive medium (lifespan-shortening candidates); S. cerevisiae BB579 growth, OD615, 48 h; inhibition, % at 10 µM; hit rate 0.51% among 140,000;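 active = inhibition above a set limit, 3 SD over the mean compound inhibition, cut at about 44% in these data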; note: inactives centre near -24
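System: Saccharomyces cerevisiae DeaD strain BB579, replicative lifespan model yeast. Buffer or medium: restrictive glucose-based CSMM-D medium. Doses: one dose, 10 µM compound with 0.25% DMSO. Timing: 4 h preincubation and 48 h exposure at 30 °C. Detection: turbidity as optical density at 615 nm. Benchmarks: amphotericin B 10 µg/mL, positive.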
bCat KO growth = beta-catenin-lacking colon tumor cell growth suppression; HCT116 beta-catenin knockout viability, CellTiter-Glo, 60 h; hits give low values; viability, % at 10 µM; hit rate 1.5% among 140,000;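 active = viability at or under a set limit, the compound median less 4 SD, cut at about 6% in these data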;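 note: 0% = Hyamine 1622 control at 20 µM and 100% = untreated cell control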
Phagocytosis inh = inhibitors of macrophage phagocytosis | J774A.1 macrophage IgG-bead phagocytosis, imaging | inhibition, % at 5 µM | hit rate 0.07% among 110,000 | AID 1029;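 active = inhibition above the mean of the plate negative controls plus 5 SD, cut at about 13% in these data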;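 note: phagocytic index as fraction of beads internalized from green versus red external bead signal; plate controls were DMSO negative control for no effect and cytochalasin-D positive control for full effect; some results beyond the cut were filed as inactive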
GALR2 antag = GALR2 (human) receptor antagonism | O43603 | GALR2-expressing cells, antagonist mode | inhibition, % at 4 µM | hit rate 0.39% among 140,000 | AID 828; in the data active = inhibition above about 27%;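 note: cells stimulated with galanin 1-16 at roughly its EC80; 0% = agonist challenge control and 100% = basal control without agonist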
Target sequence (O43603 whole entry, looked up): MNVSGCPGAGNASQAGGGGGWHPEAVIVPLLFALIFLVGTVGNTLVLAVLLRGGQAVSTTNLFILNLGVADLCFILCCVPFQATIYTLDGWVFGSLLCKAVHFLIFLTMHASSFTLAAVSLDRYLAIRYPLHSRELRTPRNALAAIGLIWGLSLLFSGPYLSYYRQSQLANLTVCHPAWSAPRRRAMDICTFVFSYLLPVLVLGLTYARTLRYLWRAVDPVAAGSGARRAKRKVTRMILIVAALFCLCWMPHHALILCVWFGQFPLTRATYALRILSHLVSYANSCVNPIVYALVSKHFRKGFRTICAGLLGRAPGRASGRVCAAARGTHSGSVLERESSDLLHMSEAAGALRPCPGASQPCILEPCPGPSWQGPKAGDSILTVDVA
* marks the source's active call; other numbers are inactive results; nt = no result given.

molecule,GALR2 antag,Measles CPE,E-sel TNF inh,BB579 growth dn,HCT116 PTEN-null,MRP-1 activ,bCat KO growth,NPY Y2 blocker,Yeast lifespan up,Phagocytosis inh
COc1cc(C(=O)NC2CCCc3ccccc32)ccc1OCC(=O)Nc1ccc(F)cc1 (stereo not given),0,3,11,-32,81,-4.4,72,1,-2,1
CC(/C=C/c1ccc(N(C)C)cc1)=N/N=C1/NC(=O)CC(C(=O)Nc2ccc(Cl)cc2)S1 (stereo not given),7,27,-2,-62,71,2.9,70,-6,-1,nt
COc1cccc(C(=O)Nc2cccc(C(=O)NCC(C)C)c2)c1,14,3,2,2,95,-4.0,92,3,2,-4
COc1ccc(C(=O)CSc2nnc(CCc3ccccc3)n2-c2ccccc2)cc1,15,25*,-15,-41,96,-0.7,93,6,25,0
Cn1nc(-c2ccccc2)c(CSc2ccccc2)c1Cl,-2,7,4,0,55,-2.0,57,5,-7,0
COc1ccc2nc(/C(C#N)=C\c3ccc(Oc4ccc([N+](=O)[O-])cn4)cc3)[nH]c2c1,8,11,nt,-35,14,-5.3,24,0,5,-2
CCCCN(CC)C(=O)Cc1cn(C)c2ccccc12,6,22,17,-20,80,-2.7,82,5,-4,-1
CCC(=O)Nc1ccc(Br)c(Cl)c1,4,3,8,-16,95,-0.8,92,1,-24,-1
CC(C)OCC(O)CN1CCNCC1 (stereo not given),-6,3,-4,2,98,0.0,107,1,-6,nt
COC(=O)c1ccc(NC(=O)CCn2c(=O)oc3ccccc32)cc1,-5,9,nt,-64,89,0.5,98,2,-10,0
CC(=O)[C@@]1(O)CC[C@H]2[C@@H]3CCC4=CC(=O)CC[C@]4(C)[C@H]3CC[C@@]21C,-4,32,nt,-43,83,-1.4,81,4,15,nt
CCN(C(=O)COC(=O)c1[nH]c(C)c(C(C)=O)c1C)C1CCS(=O)(=O)C1 (stereo not given),-2,2,12,-9,90,-2.3,85,0,-5,-1
CCn1c(SCC(=O)Nc2ccc(C)cc2)nnc1-c1ccc(O)cc1,-20,1,-6,0,89,-4.6,91,1,nt,nt
Cc1cccc(C)c1NC(=O)c1cc(S(=O)(=O)N2CCOCC2)ccc1F,7,7,22,-25,95,-0.9,110,2,nt,nt
COc1ccc(OCCN2CCN(C3CC(=O)N(CCC(C)C)C3=O)CC2)cc1 (stereo not given),2,7,nt,10,80,-1.7,90,1,-4,-1
Cc1c(C#N)c2ncnc(-c3ccccc3)c2n1-c1ccccc1,9,12,-1,-25,81,-5.9,83,2,-13,0
COc1cccc(NC(=O)N2CCCC(C(=O)Nc3ccccc3OC)C2)c1 (stereo not given),-6,4,-23,-18,92,-3.0,115,3,-16,-1
O=C(OCC1COc2ccccc2O1)c1ccccc1F (stereo not given),-13,11,13,-23,97,-2.1,102,1,-6,0
CCc1cc2c3c(c1)C1(C(=O)N3C(C)(C)CC2C)C(C#N)=C(N)N2C(=C1C#N)Nc1ccccc12 (stereo not given),-5,10,nt,-35,68,-2.7,78,1,5,0
Cc1ccccc1OCCNC(=O)c1ccccc1Sc1ccccc1C#N,16,7,21,0,77,-4.3,84,5,-13,1
CCCN(C(=O)Cc1nc(N)n[nH]1)C1(C(=O)Nc2ccccc2C)CCCCC1,9,9,-3,-59,92,-2.5,100,0,-18,nt
CCOC(=O)N1CCN(C(=O)CSc2nc3c(cnn3-c3ccccc3)c(=O)[nH]2)CC1,1,19,38,1,100,-4.2,82,-2,-3,-1
COc1ccc(C2CCCN2C(=O)Nc2ccc(Cl)cc2)cc1OC (stereo not given),-1,4,38,-40,82,1.7,90,6,-13,0
CC(C)Oc1ccc(NC(=O)Oc2ccccc2)cc1,-18,4,nt,-10,119,-0.6,105,4,-15,2
Cc1ccc(S(=O)(=O)N/N=C/c2ccc(OS(=O)(=O)c3ccc(C)c([N+](=O)[O-])c3)cc2)cc1,1,21,11,-67,76,-0.6,80,-3,-2,-2
COc1ccc(CNC(=O)C23CN(Cc4ccccc4)CC2C(c2ccc([N+](=O)[O-])cc2)=NO3)cc1 (stereo not given),-7,5,-14,-40,74,0.1,87,0,-18,-1
Cc1cccc(-c2nnc(SCC#N)n2-c2cccc(Cl)c2)c1,-5,9,-12,4,83,-3.1,85,3,2,nt
COC(=O)c1[nH]c2cccc(OC)c2c1NC(=O)CCN1CCN(c2cccc(Cl)c2)CC1,-9,33,5,4,21,-4.5,23,1,-19,0
Cc1ccc(C23CC4CC(CC(NC(=O)N5CCN(C)CC5)(C4)C2)C3)cc1,3,4,8,-36,1.6*,-5.8,1.5*,0,-16,0
Cc1occc1C(=O)N/N=C/C1=C(N2CCOCC2)C(=C\c2ccc(Cl)cc2)/CC1,4,5,nt,-17,92,-0.7,96,0,0,-9

In the list so far, three contain fluorine:
molecule,GALR2 antag,Measles CPE,E-sel TNF inh,BB579 growth dn,HCT116 PTEN-null,MRP-1 activ,bCat KO growth,NPY Y2 blocker,Yeast lifespan up,Phagocytosis inh
COc1cc(C(=O)NC2CCCc3ccccc32)ccc1OCC(=O)Nc1ccc(F)cc1 (stereo not given),0,3,11,-32,81,-4.4,72,1,-2,1
Cc1cccc(C)c1NC(=O)c1cc(S(=O)(=O)N2CCOCC2)ccc1F,7,7,22,-25,95,-0.9,110,2,nt,nt
O=C(OCC1COc2ccccc2O1)c1ccccc1F (stereo not given),-13,11,13,-23,97,-2.1,102,1,-6,0

An excerpt from above in order of the GALR2 antag value, ascending:
Molecule | GALR2 antag | Measles CPE | E-sel TNF inh | BB579 growth dn | NPY Y2 blocker | Yeast lifespan up | Phagocytosis inh
CC(C)Oc1ccc(NC(=O)Oc2ccccc2)cc1 | -18 | 4 | nt | -10 | 4 | -15 | 2
COC(=O)c1ccc(NC(=O)CCn2c(=O)oc3ccccc32)cc1 | -5 | 9 | nt | -64 | 2 | -10 | 0
Cn1nc(-c2ccccc2)c(CSc2ccccc2)c1Cl | -2 | 7 | 4 | 0 | 5 | -7 | 0
CCOC(=O)N1CCN(C(=O)CSc2nc3c(cnn3-c3ccccc3)c(=O)[nH]2)CC1 | 1 | 19 | 38 | 1 | -2 | -3 | -1
CC(/C=C/c1ccc(N(C)C)cc1)=N/N=C1/NC(=O)CC(C(=O)Nc2ccc(Cl)cc2)S1 (stereo not given) | 7 | 27 | -2 | -62 | -6 | -1 | nt
CCCN(C(=O)Cc1nc(N)n[nH]1)C1(C(=O)Nc2ccccc2C)CCCCC1 | 9 | 9 | -3 | -59 | 0 | -18 | nt
COc1cccc(C(=O)Nc2cccc(C(=O)NCC(C)C)c2)c1 | 14 | 3 | 2 | 2 | 3 | 2 | -4

New compounds follow
molecule,GALR2 antag,Measles CPE,E-sel TNF inh,BB579 growth dn,HCT116 PTEN-null,MRP-1 activ,bCat KO growth,NPY Y2 blocker,Yeast lifespan up,Phagocytosis inh
COc1ccc(OCc2nnc(SCC(=O)NCc3ccco3)o2)cc1,4,5,1,-20,99,-1.5,100,3,-19,0
CC(C)CNc1nc(Oc2ccc(=O)n(-c3ccccc3)n2)nc(N2CCOCC2)n1,16,3,-1,-35,84,-1.2,75,-2,-16,1
Cn1cc(-c2nnnn2-c2ccc(Cl)cc2)c(=O)c2ccccc21,4,14,-24,9,97,-0.9,102,-2,-5,0
Cc1ccc(-c2nc(CS(=O)CC(=O)NCCC(C)C)c(C)o2)cc1 (stereo not given),-8,15,nt,-36,83,-2.6,86,2,1,-1
CC(C)(C)OC(=O)N[C@@H](Cc1ccccc1)c1nnc(S(=O)(=O)Cc2cccc(F)c2)o1,8,3,nt,-36,83,-5.1,79,2,-2,0
Cc1cccc(C2C3=C(Nc4[nH]n(-c5ccccc5)c(=O)c42)c2ccccc2C3=O)c1 (stereo not given),2,2,nt,-24,101,-0.9,98,-2,-2,-8
COc1ccc(NC(=S)Nc2ccc(Oc3ccccc3)cc2)cc1,-2,18,-15,-14,86,-4.1,75,6,-23,nt
O=C(Cc1cccc(C(F)(F)F)c1)NCc1cccc(Cl)c1,-12,33,4,-8,88,2.7,97,-1,-6,-5
Cn1c(O)c(N=NC(=O)c2cccc(S(=O)(=O)N3CCCCC3)c2)c2ccccc21,-8,13,nt,-37,43,-4.1,44,5,3,5
CN(C)c1ccc(NC(=O)c2cccc(C(=O)Nc3ccc(N(C)C)cc3)n2)cc1,7,7,nt,-50,29,0.7,41,-3,-1,-1
NC(N)=NC(=O)c1nc(Cl)c(N)nc1N,-1,30,nt,-38,95,-1.5,97,2,5,nt
CC1(C)C(C=C(Cl)Cl)C1C(=O)N(Cc1ccc(Cl)cc1)C1CCS(=O)(=O)C1 (stereo not given),-13,9,nt,-14,62,-4.1,71,6,0,5
O=C(c1cccs1)n1cc(C(=S)N2CCOCC2)c2ccccc21,-8,20,18,-48,108,-2.9,100,4,-6,0
O=C(Nc1cccc(S(=O)(=O)N2CCOCC2)c1)c1ccco1,0,22,-16,-23,104,-0.7,98,1,0,0
CCC(=O)c1c[nH]c(C(=O)NCC2CCCO2)c1 (stereo not given),-2,18,-13,-42,102,-1.1,93,0,2,0
CC(Cc1ccccc1)C(=O)N(C)Cc1ccccc1 (stereo not given),-3,6,nt,-48,90,-2.6,92,2,8,nt
COc1cc(/C=C(\C#N)c2[nH]nc(N)c2C#N)cc(OC)c1O,0,2,0,-82,95,-1.5,93,-1,-9,0

Screening results deposited in PubChem by several laboratories.
